# Mtb FBA inh – Mtb fructose-bisphosphate aldolase inhibition. 360,000 compounds, 2.3% hits. P9WQA3. purified M. tuberculosis FBA, fluorescence read-out. inhibition, % at 1 µM; in the data active = inhibition above about 27%;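 also: 0% = vehicle and 100% = reference inhibitor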
# Target sequence (P9WQA3 whole entry, looked up): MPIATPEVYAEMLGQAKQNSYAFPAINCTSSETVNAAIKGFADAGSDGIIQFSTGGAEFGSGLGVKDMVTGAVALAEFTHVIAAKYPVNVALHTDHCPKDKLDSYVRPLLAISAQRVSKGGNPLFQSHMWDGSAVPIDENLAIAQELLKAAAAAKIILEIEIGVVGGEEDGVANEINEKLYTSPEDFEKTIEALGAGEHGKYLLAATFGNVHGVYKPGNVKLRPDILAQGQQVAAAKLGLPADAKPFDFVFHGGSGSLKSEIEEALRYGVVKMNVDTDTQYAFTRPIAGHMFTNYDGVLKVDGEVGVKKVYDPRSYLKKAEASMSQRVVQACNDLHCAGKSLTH
# BoNT A protease – inhibitors of Botulinum neurotoxin A light chain protease; multiplex microsphere protease substrate cleavage, flow cytometry; inhibition, % at 10 µM; 360,000 compounds, 0.17% hits; AID 588499; in the data active = inhibition above about 30%; inconclusive = no clear call, values can overlap the other calls; also: plate controls were buffer without enzyme for full effect and enzyme alone for no effect
# GDH-TPI inh – counter-screen for M. tuberculosis FBA inhibitors: GDH-TPI coupled enzymes | AID 588335 | 360,000 compounds, 1.2% hits | GDH-TPI coupled enzyme counterscreen, NADH absorbance | inhibition, % at 4.8 µM;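 also: 0% = DMSO wells and 100% = wells lacking the enzyme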
# FadD28 binding – M. tuberculosis FadD28 bisubstrate binding inhibition. FadD28 bisubstrate probe binding, fluorescence polarization. inhibition, % at 12.5 µM. 360,000 compounds, 0.22% hits; in the data active = inhibition above about 8.5%, passing the limit was not always enough; inconclusive = no clear call, values can overlap the other calls
# Mtb UGM inh – Mtb UDP-galactopyranose mutase inhibition. inhibition, % at 10 µM. P9WIQ1. purified UGM, fluorescence polarization probe displacement. AID 504406. 320,000 compounds, 0.06% hits; in the data active = inhibition above about 10%, passing the limit was not always enough; inconclusive = no clear call, values can overlap the other calls
# Target sequence (P9WIQ1 whole entry, looked up): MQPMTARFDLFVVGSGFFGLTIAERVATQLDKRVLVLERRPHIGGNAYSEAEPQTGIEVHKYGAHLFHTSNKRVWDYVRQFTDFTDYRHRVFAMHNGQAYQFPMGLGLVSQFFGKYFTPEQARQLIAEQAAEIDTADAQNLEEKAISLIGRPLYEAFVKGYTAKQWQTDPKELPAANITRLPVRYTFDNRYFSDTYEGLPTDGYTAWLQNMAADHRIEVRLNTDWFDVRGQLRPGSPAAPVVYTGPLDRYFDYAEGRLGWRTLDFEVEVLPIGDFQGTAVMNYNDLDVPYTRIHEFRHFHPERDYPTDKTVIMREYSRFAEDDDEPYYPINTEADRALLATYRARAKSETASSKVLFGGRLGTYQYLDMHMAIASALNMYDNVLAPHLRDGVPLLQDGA
# CCHFV vOTU inh – CCHFV vOTU protease inhibition; inhibition, % at 11.5 µM; Pep-AMC fluorescence; 370,000 compounds, 0.55% hits; also: 0% = vehicle wells with enzyme and 100% = no enzyme wells
# PrPC surface inh – reduces human prion protein on the cell surface; P04156; cell surface PrPC, TR-FRET read-out; inhibition, % at 13.8 µM; 370,000 compounds, 0.43% hits; AID 720596; in the data active = inhibition above about 24%; also: 0% = median of the test wells and 100% = reference compound wells
# BoNT F protease – inhibitors of Botulinum neurotoxin F light chain protease. inhibition, % at 10 µM. Multiplex microsphere protease cleavage assay, flow cytometry. 360,000 compounds, 0.22% hits; in the data active = inhibition above about 35%, passing the limit was not always enough; inconclusive = no clear call, values can overlap the other calls; also: plate controls were buffer without enzyme for full effect and enzyme alone for no effect
# Mtb BioA inh – BioA (M. tuberculosis) enzyme inhibition. inhibition, % at 9.99 µM. 360,000 compounds, 0.096% hits. purified M. tuberculosis BioA enzyme, plate reader; in the data active = inhibition above about 40%; inconclusive = no clear call, values can overlap the other calls
# * hit, by the source's call; ? = inconclusive; · = no result given. Rule as the data show it, unless noted: active = inhibition above about 30%; inactive = the rest.
SMILES,Mtb FBA inh,BoNT A protease,GDH-TPI inh,FadD28 binding,Mtb UGM inh,CCHFV vOTU inh,PrPC surface inh,BoNT F protease,Mtb BioA inh
O=C(O)CCCNS(=O)(=O)c1ccc(NCc2ccccc2)c(C(=O)O)c1,3,0.0,-11,-4.0,4.3,-5,6,3,0.4
O=C(CN1C(=O)c2ccccc2C1=O)N1CCN(C(=O)c2ccco2)CC1,3,0.3,7,-4.3,1.8,-8,-5,-1,-2.2
Cc1c(C#N)c2ccccc2n1CC(=O)N1CCCC1,-1,-0.6,2,-2.8,-0.5,8,5,-6,-2.7
CCSc1nc(C)c(C)c(=O)[nH]1,1,-2.1,-3,-1.7,·,3,0,?,-0.3
CC1CN(Cc2cnc(Cl)s2)CC(C)O1 (stereo not drawn),0,-0.8,-4,-0.9,·,8,4,-1,·
COc1cc(CNc2ncnc3c2ncn3[C@H]2CN(Cc3cccc(C(F)(F)F)c3)C[C@@H](CO)O2)cc(OC)c1OC,2,0.0,3,-2.1,·,31*,-2,-4,1.9
O=C(O)C1Cc2ccccc2N2CCCC12 (stereo not drawn),9,-1.5,5,1.2,2.4,-11,-3,-90,-1.2
COc1ccccc1CNC(=O)C/C(C)=N/NC(=O)Cc1ccccc1,0,1.0,-9,-1.5,0.1,0,3,2,·
N#Cc1ccccc1OCC(=O)OCC(=O)c1c[nH]c2ccccc12,2,0.0,-2,-3.4,-0.9,10,5,-9,0.0
O=[N+]([O-])c1ccc(O)c(/C=N/n2c(CO)nc3ccccc32)c1,5,0.0,24,1.6,3.5,-3,-10,-7,5.1
O=C(NCc1cccs1)C(=O)c1cn(CC(=O)N2CCCC2)c2ccccc12,1,0.4,14,-0.3,0.6,-5,-13,-2,-0.6
Cc1cccc(N2CCN(Cc3nc(CC4CC4)no3)CC2)n1,2,-0.3,5,-4.2,-0.9,3,7,0,-0.3
COc1cc2cc(CN(CCCN3CCOCC3)Cc3nnnn3Cc3ccccc3)c(=O)[nH]c2cc1OC,24,1.3,10,-2.0,-0.2,-4,-2,2,·
CCOC(=O)NC(=O)CSc1nc(-c2ccc(C)c(C)c2)cn1-c1ccccc1,-1,-2.4,8,0.5,0.0,-2,2,-25,·
COc1ccc(/C=C2\CCc3ccccc3C2=O)cc1CN1CCOCC1,3,3.4,6,-1.0,1.7,-14,8,25,-0.3
O=C(c1ccc(Cl)cc1)C(Cn1cncn1)C(Sc1ccccc1)c1ccccc1 (stereo not drawn),-3,0.3,5,-0.9,-0.5,0,-12,-4,-0.4
COc1ccc(-c2nnc(-c3cccnc3)o2)cc1OC,3,-7.2,4,-3.4,-3.1,3,0,-9,40
Cc1cccc(Cl)c1NC(=S)NCCc1ccccn1,0,-0.9,-7,-5.1,1.0,-8,6,2,·
C=CCOn1c(C)c(C(C)=O)c2c3no[n+]([O-])c3ccc21,2,2.7,8,-2.7,-2.5,-5,5,24,-0.8
O=C(Cc1ccc(-c2ccccc2)cc1)OCC(=O)N1CCCC1=O,0,-0.7,2,-2.3,-0.5,-3,4,-1,·
CCOC(=O)c1cc2occc2n1CC(=O)Nc1ccc(OC)cc1OC,-8,-0.4,9,-3.9,0.0,-12,-2,0,0.4
Cc1cc(C)c(C2=CC(=O)C[C@H](c3ccc4c(c3)OCO4)C2)c(C)c1,-2,0.7,2,-3.3,-2.1,2,2,10,-0.8
COc1cc(-c2nc(CN3CCN(c4ncccn4)CC3)c(C)o2)ccc1F,0,0.1,-3,-3.2,0.7,1,6,-4,·
NC(CO)c1csc(NC(=O)Nc2cccc(Cl)c2)n1 (stereo not drawn),-1,-0.3,2,-2.1,·,-8,-5,-8,-0.3
Cc1ccccc1N1CCN(CCCN2C(=O)CC(=C(c3ccccc3)c3ccccc3)C2=O)CC1,-1,0.1,-2,-2.5,0.3,-11,-1,0,-0.2
CCOC(=O)C1CCN(C(=O)c2ccccc2Oc2ccccc2)CC1,4,-0.4,2,0.3,-2.4,11,7,9,-0.2
CC1(C)C(N(O)C(=O)Nc2ccc(Cl)cc2)N(c2ccc(Cl)cc2)C(=O)N1CC(=O)NN (stereo not drawn),3,0.2,0,-5.4,0.0,4,6,3,-0.6
Cc1ccc(-c2nc(SCC(=O)N(C)c3c(N)n(Cc4ccccc4)c(=O)[nH]c3=O)n[nH]2)cc1,-2,-0.9,-3,-3.1,-2.4,-5,3,-2,-1.4
CC(=O)Nc1ccc(N2C(C(C)=O)=NN(c3ccc(Cl)cc3)C2c2sccc2C)cc1 (stereo not drawn),0,-2.7,11,-0.6,1.5,-4,4,-10,-1.4
Cc1ccc(S(=O)(=O)Nc2ccc(Nc3nccn4c(-c5ccc6ccccc6c5)cnc34)cc2)cc1,11,-0.3,32*,-2.2,·,4,3,-8,-1.7

# Some of the entries so far, bar-delimited:
Compound | Mtb FBA inh | BoNT A protease | GDH-TPI inh | FadD28 binding | Mtb UGM inh | CCHFV vOTU inh | PrPC surface inh | BoNT F protease | Mtb BioA inh
CCOC(=O)c1cc2occc2n1CC(=O)Nc1ccc(OC)cc1OC | -8 | -0.4 | 9 | -3.9 | 0.0 | -12 | -2 | 0 | 0.4
Cc1ccccc1N1CCN(CCCN2C(=O)CC(=C(c3ccccc3)c3ccccc3)C2=O)CC1 | -1 | 0.1 | -2 | -2.5 | 0.3 | -11 | -1 | 0 | -0.2
Cc1ccc(S(=O)(=O)Nc2ccc(Nc3nccn4c(-c5ccc6ccccc6c5)cnc34)cc2)cc1 | 11 | -0.3 | 32* | -2.2 | · | 4 | 3 | -8 | -1.7
Cc1cc(C)c(C2=CC(=O)C[C@H](c3ccc4c(c3)OCO4)C2)c(C)c1 | -2 | 0.7 | 2 | -3.3 | -2.1 | 2 | 2 | 10 | -0.8
CC1(C)C(N(O)C(=O)Nc2ccc(Cl)cc2)N(c2ccc(Cl)cc2)C(=O)N1CC(=O)NN (stereo not drawn) | 3 | 0.2 | 0 | -5.4 | 0.0 | 4 | 6 | 3 | -0.6
CCOC(=O)C1CCN(C(=O)c2ccccc2Oc2ccccc2)CC1 | 4 | -0.4 | 2 | 0.3 | -2.4 | 11 | 7 | 9 | -0.2

# New compounds follow
SMILES,Mtb FBA inh,BoNT A protease,GDH-TPI inh,FadD28 binding,Mtb UGM inh,CCHFV vOTU inh,PrPC surface inh,BoNT F protease,Mtb BioA inh
O=C(Nc1ccc(N2CCN(c3ccccc3)CC2)c(F)c1)C1CC1,2,-0.7,-8,-1.5,-3.1,4,9,-3,-1.1
O=C(OCC1CCCN2CCCCC12)c1ccc2c(c1)OCO2 (stereo not drawn),0,-0.5,0,1.1,1.3,9,-8,1,0.5
Nc1nonc1-n1nnc(C(=O)N/N=C/c2cccc(F)c2)c1-c1ccc2c(c1)OCO2,0,-0.4,-3,-3.2,-2.0,11,-1,0,-1.6
CCn1cc(C(=O)C(F)(F)F)c2ccccc21,0,1.3,13,-0.3,-3.3,-3,2,2,-4.5
CC[C@@H](C)[C@@H]1CN([C@@H](C)CN2CCC[C@H]2CN2C(N)=NC[C@H]2CC(C)C)C(=N)N1CCc1ccc(Cl)c(Cl)c1,4,0.0,-4,-2.9,2.6,10,2,-31,-2.8
Cc1ccc(-c2ccc(=O)n(CC(=O)NCc3ccc(F)cc3)n2)cc1,5,-0.6,10,-1.4,3.6,-2,-1,-1,-15
CCCCN(C(=O)c1ccccc1OCc1ccc(F)cc1)c1c(N)n(CCC)c(=O)[nH]c1=O,0,1.3,2,-0.9,2.4,7,-5,4,-1.5
CC(C)(C)[C@@H]1CCC(=O)N(CC[C@H](Sc2ccc(Br)cc2)c2ccccc2)CC1,5,0.2,7,-2.3,-1.1,14,-1,2,-4.3
CC(C)Nc1nnc(SCC(=O)c2c[nH]c3ccccc23)s1,1,4.1,4,-1.1,-0.6,-12,-4,14,2.8
O=C(CSc1ccc2nnc(CCNC(=O)c3ccc(F)cc3)n2n1)NCc1ccco1,0,-0.1,9,-3.0,-2.6,18,4,-3,1.8
O=C(c1ccc(COc2ccc(F)cc2)o1)n1cc(Br)cn1,-2,1.0,0,-0.3,0.9,9,0,-2,-3.4
Oc1ccccc1C=NN=C1c2ccccc2-c2ccccc21,0,-1.1,10,-2.5,·,4,-4,-12,·
COC(=O)C(O)(c1ccc(N(C)C)cc1)C(F)(F)F (stereo not drawn),4,-1.0,1,-0.2,-2.0,6,-3,3,1.4
COc1cc(NC(=O)c2cccc([N+](=O)[O-])c2)ccc1NC(=O)c1cc2ccccc2o1,4,0.0,11,-2.2,-1.5,-9,6,-2,-0.4
CC(C)[C@H](NC(=O)OCc1ccccc1)C(=O)OCC(=O)N1CCCCC1,-1,0.1,11,-1.2,·,6,0,-5,1.7
CCc1nnc(NC(=O)c2cccc(S(=O)(=O)N3CCCC3)c2)s1,0,-0.2,2,0.2,-0.3,-2,0,-1,1.1
O=C(CCN1C(=O)/C(=C\c2ccccc2)SC1=S)N1CCCCC1,0,-1.8,2,-2.6,0.9,-4,-7,0,0.4
Nn1c(COc2ccc(Cl)cc2)n[nH]c1=S,0,-0.2,3,-1.8,1.3,0,3,-1,-1.6
Cc1ccc(-c2nnc(NC(=O)c3ccco3)o2)c(C)c1,0,-1.2,9,-5.9,·,3,5,0,-0.4
Cc1nn(C)cc1/C=C/C(=O)c1ccc(O)cc1,1,-1.5,27,-2.2,-0.7,29,6,-12,0.8
Cc1nc(-c2cccnc2)sc1C(=O)Nc1ccc(F)cc1F,-3,-0.1,5,-3.0,-1.1,1,-16,1,·
O=C(NNC(=O)c1ccc(-n2cncn2)c([N+](=O)[O-])c1)c1cccc(Cl)c1,-2,1.2,9,-3.0,-0.1,-2,-21,-4,·
O=C(Nc1ccc(Cl)cc1Cl)c1ccc(Br)o1,-1,1.4,1,0.0,-1.5,1,-8,?,-0.6
O=C(Cn1ncc2c(=O)oc3ccccc3c21)NCCC1=CCCCC1,-6,0.5,8,-3.3,0.1,-1,-1,-3,12
CCN(CC)CCCN=Cc1c(O)n(-c2cccc(C)c2)c(=O)c2ccccc12,7,·,10,-2.1,1.8,-20,-3,·,16
COc1cccc(C(=O)c2c[nH]c(C(=O)NCCCN3CCOCC3)c2)c1,1,-0.1,0,-0.5,2.3,13,11,-7,·
COc1ccc(N2CCN(C(=O)CN(C3CCCCC3)S(C)(=O)=O)CC2)cc1,0,-1.1,-2,-0.1,-0.4,-12,3,-4,·
C[C@H](c1ccccc1)N1C[C@H](COCc2ccccc2)Oc2cc(N3CC[C@@H](O)C3)ccc2S1(=O)=O,·,-1.8,·,·,·,27,5,-13,·
COc1ccc2c(c1)c1nc3n(c(=O)c1n2CC(=O)Nc1ccccc1)CCS3,8,1.1,2,-0.1,0.4,-2,2,7,0.7
O=C(c1ccc(OC2CCN(Cc3cccc(F)c3)CC2)cc1)N1CCCCC1,-2,-0.2,-3,-2.6,1.3,-4,-2,15,1.2
COc1ccc(OCc2nnc(SC(C)C(=O)Nc3nccs3)n2-c2ccccc2)cc1 (stereo not drawn),7,-0.3,10,-1.0,1.4,4,-4,-4,-0.4
CCOCCc1c(O)nc(SCC)[nH]c1=O,-5,0.3,-4,-0.1,-0.6,7,2,6,-1.1
Cc1cccn2c(=O)c(C=O)c(N3CCN(C)CC3)nc12,0,-2.1,12,-3.2,0.8,-1,0,?,-1.8
Cc1ccc(NC(=O)Nc2c(C)[nH]c(=O)[nH]c2=O)cc1Cl,0,-0.1,-2,0.1,2.4,-11,7,-3,-1.9
Cc1ccc(/C(O)=C2\C(=O)C(=O)N(C)C2c2ccc(F)cc2)cc1 (stereo not drawn),-2,-0.7,7,-2.9,0.5,14,-5,2,-1.9
O=C(CCCOc1ccc(Cl)cc1Cl)NNC(=O)C1CCC1,3,-0.1,21,-0.8,3.3,-11,0,-5,-2.6
Cc1ccc(C(=O)O)cc1NC(=O)C1CCN(S(=O)(=O)c2ccc3c(c2)OCCO3)CC1,2,-0.1,8,-1.5,-3.2,-5,3,-3,0.3
Cc1cc2ccccc2n1CCNC(=O)c1ccccc1,2,?,11,-0.5,-0.9,9,15,?,·
CCN(CC)CC(C)OC(=O)c1ccccc1Cl (stereo not drawn),2,0.7,7,-0.9,1.1,1,5,-3,0.5
COc1ccc(S(=O)(=O)N2CCCC(C(=O)NCc3ccco3)C2)cc1Cl (stereo not drawn),1,0.0,-6,-2.0,-0.7,4,6,-3,-1.9
Cc1cc(C)c(S(=O)(=O)/N=C2/C=C(Sc3ncn[nH]3)C(=O)c3ccccc32)cc1C,-2,0.9,7,1.5,3.4,118*,-9,-6,·
Cc1ccnc(N2CCC(C(=O)NCc3ccccc3F)CC2)n1,10,-2.5,4,-1.4,0.3,13,-3,-7,·
